# Source: PubChem
# NR0B1 inh = DAX1 (NR0B1) inhibitors, primary screen, cell-based, HEK293, Gal4-DAX1, luciferase luminescence | Nuclear receptor subfamily 0 group B member 1 (Homo sapiens), P51843 | HEK293 Gal4-DAX1 luciferase reporter | inhibition, % at 6.75 µM | actives 0.99% (n = 340,000);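 active = inhibition above the mean over all tested compounds plus 3 SD, cut at about 4.2% in these data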;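 note: 0% = DAX1-transfected cells with DMSO and 100% = empty-vector control cells with DMSO; inhibition shows as a rise in luminescence from relieved DAX1 repression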
# Target sequence (P51843 207-470 limits assumed): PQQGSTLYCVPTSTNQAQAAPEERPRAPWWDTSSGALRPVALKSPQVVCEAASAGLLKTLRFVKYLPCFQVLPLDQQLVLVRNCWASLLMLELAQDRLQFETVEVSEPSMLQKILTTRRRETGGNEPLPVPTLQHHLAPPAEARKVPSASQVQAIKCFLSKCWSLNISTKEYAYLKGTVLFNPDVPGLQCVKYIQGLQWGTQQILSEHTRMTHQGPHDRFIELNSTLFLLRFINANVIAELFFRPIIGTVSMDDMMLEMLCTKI
# An asterisk follows results filed as active.
SMILES | NR0B1 inh
CCN1C(=O)[C@H]2[C@@H](c3ccc(C)cc3)N3C(=O)N(c4ccccc4)C(=O)[C@@]3(Cc3ccc(Cl)cc3)[C@H]2C1=O | 0.1
C=CCn1c(C)cc(C(=O)CN2C(=O)c3ccccc3S2(=O)=O)c1C | -4.4
COc1ccc(-n2ncc3c(N4CCCCC4)ncnc32)cc1 | -4.6
CCN(c1ccccc1)S(=O)(=O)c1ccc(C(=O)NC2CCN(Cc3ccccc3)CC2)cc1 | -3.9
Cc1ccc(-c2nn(-c3ccccc3)cc2/C=C(\C#N)c2cccc(C#N)c2)o1 | -1.1
COc1ccc(-c2sc3cc4c(cc3c2-c2ccc(OCCN3CCCCC3)cc2)OCO4)cc1 | -0.8
Cc1ccc(C(=O)Nc2ccccc2C(=O)NCc2ccccc2)cc1 | 0.9
Nn1c(SCC(=O)Nc2cccnc2Cl)nnc1-c1ccccc1 | 1.2
N#CCCn1cc(C(CC(=O)c2ccc(Br)cc2)C(=O)O)c2ccccc21 (stereo not drawn) | 4.1
CC(C)N1CCc2c(sc(NC(=O)c3cc(-c4cccs4)nc4ccccc34)c2C(N)=O)C1 | -1.3
Cc1cc(C)n2c(SCc3nnc(-c4cccs4)o3)nnc2n1 | 0.3
Cn1nc(-c2ccccc2)c2ncc(C(F)(F)F)cc21 | -0.5
c1ccc(C[C@H]2CN=C(Nc3ccccc3)N2CCCC2CCCC2)cc1 | 1.5
CC(C)(C)C(=O)NC(=S)NNC(=O)c1ccc(-c2ccccc2)cc1 | -0.3
COc1ccc(-n2c(SCC#N)nnc2-c2ccc(NS(=O)(=O)c3ccc(C)cc3)cc2)cc1 | -1.8
CCOC(=O)c1c(NC(=O)COc2ccccc2OCC)sc2c1CC(C)(C)NC2(C)C | -0.6
Cc1ccc(-c2csc(NC(=O)c3ccc(-c4ccccc4)cc3)n2)o1 | -3.3
CCOC(=O)C1CCCN(C(=O)Cn2ncc3c(=O)oc4ccc(C)cc4c32)C1 (stereo not drawn) | 2.3
O=c1cc(N2CCN(c3ccccc3)CC2)[nH]c(=O)n1-c1ccccc1 | -0.1
CCOC(=O)Cn1c(=O)oc2cc(S(=O)(=O)NC3CCCCC3)ccc21 | 0.0
CC(C)C1Nc2ccc(C(=O)NCCCN3CCOCC3)cc2NC1=O (stereo not drawn) | 0.7
NC(=S)n1[nH]c(-c2ccc([N+](=O)[O-])cc2)c(N=Nc2ccc(Cl)cc2)c1=O | 0.1
Cc1cccc(NC(=O)/C(=C\c2cccs2)NC(=O)c2ccccc2)c1 | -0.9
Cc1[nH]n2c(=O)c3c(nc2c1-c1ccc(Cl)cc1)CCC3 | 0.4
O=C(CCCSc1ccc(Cl)cc1)Nc1ccccc1O | -0.3
Cc1ccc2oc3c(c(=O)c2c1)C(c1cccs1)N(CCCN(C)C)C3=O (stereo not drawn) | 0.4
Cc1cccc(NC(=O)CNC(=O)Cn2ncc(Cl)c(Cl)c2=O)c1C | 1.9
CCOC(=O)[C@H]1[C@H]2COc3ccc(Cl)cc3[C@@H]2N2C(=O)[C@H](C)NC(=O)[C@@]12C | 1.5
C#CCOCCOCCOCCNc1nc(N2CCN(C(=O)[C@H]([C@@H](C)CC)n3cc([C@@H](N)Cc4ccc(O)cc4)nn3)CC2)nc(N2CCN(C(=O)[C@H](CCCCN)n3cc([C@@H](N)C(C)CC)nn3)CC2)n1 (stereo partly drawn) | 1.6
COc1cc2[nH]c3c(N4CCN(c5ccccn5)CC4)ncnc3c2cc1OC | -3.7

# Single values from the results shown.
# NR0B1 inh, C#CCOCCOCCOCCNc1nc(N2CCN(C(=O)[C@H]([C@@H](C)CC)n3cc([C@@H](N)Cc4ccc(O)cc4)nn3)CC2)nc(N2CCN(C(=O)[C@H](CCCCN)n3cc([C@@H](N)C(C)CC)nn3)CC2)n1 (stereo partly drawn) = 1.6
# NR0B1 inh, Cc1cccc(NC(=O)CNC(=O)Cn2ncc(Cl)c(Cl)c2=O)c1C = 1.9

# Next section.
SMILES | NR0B1 inh
COc1ccc(N2CCN(C(CNS(=O)(=O)c3cccs3)c3cccnc3)CC2)cc1 (stereo not drawn) | 0.0
Cc1[nH]c2ccccc2c1/C=N/NC(=O)c1cccc(Br)c1 | 1.5
CC(=O)Nc1ccc(S(=O)(=O)NCCC(=O)OCc2nc(N)nc(Nc3ccccc3C)n2)cc1 | 1.6
CCN(CC(=O)Nc1cc(Cl)ccc1C)C(=O)c1ccc(N2CCCC2=O)cc1 | -0.7
COc1cccc(C2c3c(oc4cc(C)c(C)cc4c3=O)C(=O)N2CCCN(C)C)c1 (stereo not drawn) | 0.7
CCCCCCc1nc(C(N)=O)c2[nH]c(=O)n(-c3ccccc3F)c2n1 | 0.2
CN(C)CC(CCC(CN(C)C)C(=O)c1ccccc1)C(=O)c1ccccc1 (stereo not drawn) | -9.1
CC(=O)Nc1ccc(NC(=O)CCn2c(=O)oc3ccccc32)cc1 | 0.6
COC(=O)CSC1=C(C#N)C(c2ccc3c(c2)OCO3)C2=C(CCCC2=O)N1 (stereo not drawn) | 0.4
Cc1cc(NC(=O)CN2C(=O)CC(c3ccco3)Sc3ccccc32)no1 (stereo not drawn) | -0.5
COc1ccc(-c2cccc(NC(=O)COc3ccc(Cl)cc3)c2)nn1 | 1.6
c1ccc(CNc2nc(NCc3ccccc3)c3ccccc3n2)cc1 | -0.4
COC(=O)C1=C(C(=O)OC)[C@@H]2N(C)c3ccccc3[C@@]23C[C@@H](C(=O)OC)N(C(=O)COCc2ccccc2)C3=N1 | 3.0
CC1=Nc2ccccc2/C1=C/c1c(C)[nH]c2ccccc12 | -1.7
CCCc1c(-c2ccc(O)cc2)nn(-c2ccc(O)cc2)c1-c1ccc(O)cc1 | 1.2
O=C(CN1CCOCC1)Nc1ccc(Cl)c(Cl)c1 | -0.1
COC(=O)Cc1cc(=O)n2[nH]c(C(F)(F)F)nc2n1 | 0.3
CC(C)CCNC(=O)NC(=O)COC(=O)/C=C/c1cc(Br)ccc1F | 0.8
CC[n+]1ccc(C)c2cc(S(=O)C(F)(F)F)ccc21 (stereo not drawn) | 1.0
CC(C)(C)n1nnnc1C(c1ccccc1)N1CCc2ccccc2C1 (stereo not drawn) | 2.2
O=C1CNC(=S)N1CCCc1ccccc1 | 0.4
Cc1ccccc1CSCC(=O)NC1CCCC1 | -0.5
CCC(C)Sc1ccc(-c2nc3ccccn3c2NCc2ccccc2)cc1OC (stereo not drawn) | 0.4
COc1cccc(/C=C2\Oc3cc(OCC(=O)N4Cc5ccccc5C[C@H]4C(=O)O)ccc3C2=O)c1 | 0.5
CCOC(=O)COc1ccc(S(=O)(=O)N2CCN(c3ccccc3)CC2)cc1 | -1.1
CCOc1ccccc1NC(=O)NC1Cc2ccccc2C1 | 0.2
Cc1c2c(=O)n(-c3nc4ccccc4s3)nc-2cc(O)n1Cc1ccccc1 | 0.0
O=C1c2ccccc2C(Nc2ccc3c(c2)OCCO3)N1Cc1ccccc1 (stereo not drawn) | 1.8
CC(CCC(C)C(C)(C)C)[C@@H]1CC[C@H]2C3C[C@H](OS(O)(=S)=S)[C@H]4C[C@H](OS(O)(=S)=S)[C@@H](OS(O)(=S)=S)C[C@]4(C)[C@H]3CC[C@]12C (stereo partly drawn) (tested in a mixture with another compound) | 1.7
C=CCn1c(Cc2c[nH]c3ccccc23)nnc1SCC(=O)NCc1ccccc1 | 0.0
c1cc2c3c(cccc3c1)C(N1CCCCC1)=N2 | -1.1
CC1C/C(=C/c2ccccn2)C(=O)/C(=C/c2ccccn2)C1 (stereo not drawn) | -5.7
Cc1ccc(S(=O)(=O)Nc2ccc3nc(C)sc3c2)cc1 | -2.4
COc1ccccc1N(CC(=O)N/N=C/c1ccc(OCC(=O)NCc2ccco2)cc1)S(=O)(=O)c1ccc(C)cc1 | -0.3
CCc1ccc(OCC2c3cc(OC)c(OC)cc3CCN2C(C)=O)cc1 (stereo not drawn) | 0.1
O=S(=O)(Nc1nc2ccccc2[nH]1)c1ccc2ccccc2c1 | -0.2
Cc1cc(OC(C)C(=O)N(Cc2ccco2)C2CCS(=O)(=O)C2)cc(C)c1Cl (stereo not drawn) | 0.6
COc1ccc(-n2c(Cc3cc(=O)[nH]c(=O)[nH]3)nnc2SCc2ccccc2)cc1 | 3.6
Cc1cc(C(=O)CN2C(=O)NC(C)(c3ccccc3)C2=O)c(C)n1CC1CCCO1 (stereo not drawn) | -0.1
CCOc1ccc2nc(SC3CC(=O)N(c4ccccc4)C3=O)sc2c1 (stereo not drawn) | 1.0
COc1cccc(F)c1C(=O)NC(=O)Nc1ccc2nc(C)oc2c1 | -0.2
Cc1ccc2nc3c(cc(C(=O)NCCN4CCOCC4)c(=N)n3CCCN3CCOCC3)c(=O)n2c1 | -0.4
CCOc1ccc(NC(=O)C2C3C=CC4(O3)C2C(=O)N(Cc2cccnc2)C4C(=O)NC2CCCCC2)cc1 (stereo not drawn) | -0.8
O=C(O)CCc1ccc(-c2ccccc2)n1-c1ccc(C(=O)O)cc1 | 0.0
O=C(Nc1ccc2c(c1)OCO2)C1CCCN(S(=O)(=O)c2cccs2)C1 (stereo not drawn) | -0.1
Nc1ccc(N)c(C(=O)O)c1 | 0.1
CCCCOc1ccc(C(=O)NCCc2cccs2)cc1 | 1.3
NC(=O)c1nsnc1-c1ccccc1O | -0.7
C=CC(C)(C)c1c(O)c(CC=C(C)C)c(O)c2c(=O)c3ccc(O)c(O)c3oc12 | -2.5
O=C1S/C(=C\c2ccc(N3CCOCC3)o2)C(=O)N1Cc1ccc(F)cc1 | 1.0
C=CCOc1ccc(C2OC34CCCCC3C(C#N)(C#N)C2(C#N)C(=N)O4)cc1 (stereo not drawn) | 1.6
COc1ccc(C(=O)N2CCN(c3ncccn3)CC2)cc1 | 0.2
Clc1cccc(CSC2=NCCCN2)c1 | 0.0
CC(C)CC[n+]1ccn(C2=C([O-])c3ccccc3C(=O)/C2=N\S(=O)(=O)c2ccccc2)c1 | 1.0
CCCCn1c(N)c(C(=S)NC(=O)CC(C)C)c(=O)n(C)c1=O | 2.6
COc1ccc(-c2csc3ncnc(N4CCN(c5ccccc5[N+](=O)[O-])CC4)c23)cc1 | -0.6
CON(C)C(=O)CCC1CCCN1C(=O)OC(C)(C)C (stereo not drawn) | -0.3
Cc1cc(C)c(C)c(S(=O)(=O)N2CCN(C(=O)C3CSC4(C)CCC(=O)N34)CC2)c1C (stereo not drawn) | -0.7
O=C(NCCCN1CCOCC1)c1ccc2c(=O)n(Cc3cccc(Br)c3)c(=S)[nH]c2c1 | -0.7
COc1cccc(C(=O)Nc2cccc(OCC(=O)O)c2)c1 | 2.0

# An excerpt of these results, with the structure last.
NR0B1 inh	Structure
-1.1	c1cc2c3c(cccc3c1)C(N1CCCCC1)=N2
-5.7	CC1C/C(=C/c2ccccn2)C(=O)/C(=C/c2ccccn2)C1 (stereo not drawn)
-2.4	Cc1ccc(S(=O)(=O)Nc2ccc3nc(C)sc3c2)cc1

# 3 entries from above, ordered by the number in NR0B1 inh, rising:
SMILES | NR0B1 inh
COc1ccc(-c2csc3ncnc(N4CCN(c5ccccc5[N+](=O)[O-])CC4)c23)cc1 | -0.6
O=C(Nc1ccc2c(c1)OCO2)C1CCCN(S(=O)(=O)c2cccs2)C1 (stereo not drawn) | -0.1
CC(C)CC[n+]1ccn(C2=C([O-])c3ccccc3C(=O)/C2=N\S(=O)(=O)c2ccccc2)c1 | 1.0

# Remaining list, next part:
SMILES | NR0B1 inh
CCCCNC(=O)[C@H]1C[C@H]1[C@@H](O)[C@H](CO)NC(=O)[C@H](CC(C)C)NC(=O)OC(C)(C)C | 3.0
CC(=O)Nc1nc2n(n1)C(c1ccccc1)C=C(c1ccccc1)N2 (stereo not drawn) | -1.0
CCn1c(=O)c([N+](=O)[O-])c(Cl)c2ccccc21 | 0.0
CCOC(=O)c1c(C)n(-c2ccc(F)cc2)c2ccc(O)cc12 | -2.7
COC(=O)Cc1nc(NC(=O)c2cccs2)sc1C | 1.9
CS/C(=N\S(=O)(=O)c1ccc(N)cc1)NS(=O)(=O)c1cccs1 | 0.8
C#CCOCCOCCOCCNc1nc(N2CCN(C(=O)[C@H](CCCN=C(N)N)n3cc(C(N)[C@H](C)CC)nn3)CC2)nc(N2CCN(C(=O)[C@H](CCCN=C(N)N)n3cc(C(N)[C@@H](C)CC)nn3)CC2)n1 (stereo partly drawn) | 0.1
O=C(OCn1ncc(Cl)c(Cl)c1=O)c1cccc(C(F)(F)F)c1 | -1.5
CCCc1nc(SCC(=O)N2CCCc3ccccc32)c2c(=O)n(C)c(=O)n(C)c2n1 | 0.0
COC(=O)C1=C(C)NC2=C(C(=O)CC(C)(C)C2)C1c1cn(Cc2ccc(Br)cc2)nc1-c1ccccc1 (stereo not drawn) | -0.7
CC(=O)O[C@H]1CC[C@@]2(C)C(=CC[C@H]3[C@@H]4CC[C@H](C5(C)OCCO5)[C@@]4(C)CC[C@@H]32)C1 | 0.5
COC(=O)c1ccc(C(NC(=O)OCc2ccccc2)/C(C)=C/[C@@H](C)C(=O)NCc2ccc(-c3ccccc3)cc2)cc1 (stereo partly drawn) | -1.2
COc1ccccc1CNC(=S)Nc1ccc(S(N)(=O)=O)cc1 | 0.8
N#CNc1nc(O)cc(=O)[nH]1 | -0.7
Cn1ccnc1SCC(=O)Nc1ccc(Br)cc1C(F)(F)F | 1.2
CCc1ccc(N2CSC3=C(C#N)C(c4cccs4)CC(=O)N3C2)cc1 (stereo not drawn) | -0.1
Cc1cc(C)n(C(=O)/C(C#N)=N/Nc2cc(Cl)cc(Cl)c2)n1 | 0.1
CCN(CC)c1ccc2c(c1)oc(=O)c1c(Cl)cc(=O)oc12 | -0.9
O=C(NCc1ccccn1)C1CCCN(Cc2cnn(-c3ccccc3)c2-n2cccc2)C1 (stereo not drawn) | 3.3
Cc1ccc(C)c(N2CCN(C(=O)c3ccc(N4CCCC4=O)cc3)CC2)c1 | 1.1
OCCNc1nc2ccc(Cl)cc2[nH]1 | 0.7
COc1cc(/C=C/C(=O)NNc2c(F)c(F)cc(F)c2F)ccc1OC(F)F | -0.7
c1ccc(-[n+]2nc(Nc3cccc4ccccc34)sc2-c2c3ccccc3cc3ccccc23)cc1 | -2.3
Cc1ccccc1NC(=O)Cc1nc(COC(=O)c2ccc(S(C)(=O)=O)c([N+](=O)[O-])c2)cs1 | 0.2

# Some of the compounds tested. The share of hits here may be higher or lower than overall.
